# ADAM10 inh – ADAM10 inhibition, QFRET primary screen; O14672; recombinant ADAM10, EDANS/DABCYL FRET peptide cleavage, 3 h; inhibition, % at 7 µM; 0.62% of 370,000 active;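 active = inhibition above a per-campaign cutoff equal to the mean of compounds falling between control-based bounds plus 3 SD, cut at about 20% in these data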;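 note: 0% = DMSO wells while the 100% control is not disclosed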
# NPR1 activator – GC-A (human) enzyme activation; P16066; HEK293 GC-A cells, cGMP TR-FRET, EC30 ANP; 0% at EC30 ANP, 100% saturating ANP; activation, % at 10 µM; 0.14% of 370,000 active; in the data active = activation above about 40%
# ARFGAP1 inh – rat ARFGAP1 inhibition; Arfgap1-stimulated ARF1 GTP hydrolysis, GDP FP detection; inhibition, % at 16.5 µM; 0.26% of 360,000 active;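 active = inhibition above a per-plate limit, mean inhibition of low control wells plus 3 SD, cut at about 25% in these data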;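 note: 0% = DMSO wells with enzyme and 100% = wells lacking Arfgap1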
# Target sequence (Q62848 1-136 limits assumed): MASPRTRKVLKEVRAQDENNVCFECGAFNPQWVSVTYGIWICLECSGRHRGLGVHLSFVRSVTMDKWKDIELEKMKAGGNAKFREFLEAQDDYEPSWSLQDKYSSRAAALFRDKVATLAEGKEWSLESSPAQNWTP
#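 Replicates: Single well per compound | Assay system: Truncated rat Arfgap1 GAP domain | Control set: No-Arfgap1 wells (100%) versus DMSO full-reaction wells (0%) | Times: Enzyme reaction 120 min at 25 °C after 20 min preincubation | Reagent: Human ARF1(Δ1-17)-GTP substrate | Measured by: Tracer-displacement fluorescence polarization with EDTA stop, 620/688 nm | Measure: Percent inhibition of Arfgap1-stimulated GTP hydrolysis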
# sPLA2-III inh – Inhibits HGIII-sPLA2 liposome hydrolysis, primary screen; Q9NZ20; QFRET BODIPY PC-A2 liposome hydrolysis, fluorescence; inhibition, % at 12.2 µM; 0.56% of 370,000 active; AID 743126;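 active = inhibition above mean plus 3 SD of compounds lying within the high and low control bounds, cut at about 19% in these data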;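 note: 0% = median of test compound wells and 100% = no enzyme DMSO wells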
# Target sequence (Q9NZ20 whole entry, looked up): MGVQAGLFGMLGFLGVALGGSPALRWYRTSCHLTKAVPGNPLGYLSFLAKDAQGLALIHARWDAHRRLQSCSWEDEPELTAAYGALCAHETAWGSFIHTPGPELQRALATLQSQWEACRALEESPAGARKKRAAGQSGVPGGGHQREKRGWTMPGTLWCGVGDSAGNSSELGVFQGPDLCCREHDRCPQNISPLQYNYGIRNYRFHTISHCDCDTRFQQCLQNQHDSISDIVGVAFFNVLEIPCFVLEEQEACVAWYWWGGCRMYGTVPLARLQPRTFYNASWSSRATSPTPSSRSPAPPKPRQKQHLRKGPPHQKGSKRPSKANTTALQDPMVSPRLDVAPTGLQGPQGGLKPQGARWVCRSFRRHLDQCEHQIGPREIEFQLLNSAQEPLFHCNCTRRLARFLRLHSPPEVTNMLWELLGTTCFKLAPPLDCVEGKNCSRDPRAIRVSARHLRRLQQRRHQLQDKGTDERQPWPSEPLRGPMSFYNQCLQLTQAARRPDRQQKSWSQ
# KLK7 zymogen act – activators of human kallikrein-7 zymogen | purified proKLK7, EDANS-DABCYL substrate fluorescence; 100% is mature enzyme control, 0% vehicle | activation, % at 7 µM | 0.9% of 370,000 active;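 active = activation above the mean of all tested compounds plus 3 SD, computed per campaign excluding outliers beyond control limits, cut at about 13% in these data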
# Target sequence (P49862 whole entry, looked up): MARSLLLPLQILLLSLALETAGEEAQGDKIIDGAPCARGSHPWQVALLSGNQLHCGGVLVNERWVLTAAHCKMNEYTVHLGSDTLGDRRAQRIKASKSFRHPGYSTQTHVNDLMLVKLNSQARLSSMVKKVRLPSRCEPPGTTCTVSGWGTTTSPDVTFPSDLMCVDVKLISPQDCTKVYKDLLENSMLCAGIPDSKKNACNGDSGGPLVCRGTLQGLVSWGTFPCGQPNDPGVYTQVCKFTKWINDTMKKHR
# rCAG binder – molecules binding r(CAG) RNA repeats; r(CAG) RNA repeat, TO-PRO-1 dye displacement fluorescence; inhibition, % at 3 µM; 1.3% of 370,000 active; AID 651821;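 active = inhibition above the plate cutoff, the mean of all test compounds on that plate plus 3 SD, cut at about 35% in these data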;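 note: 0% = DMSO alone and 100% = 100 µM mitoxantrone as full dye displacement; higher means more dye released from RNA so lower well fluorescence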
# ASAP1 GAP inh – ASAP1 ArfGAP inhibition | Q9ULH1 | ASAP1-stimulated ARF1 GTP hydrolysis, GDP FP detection | inhibition, % at 16.5 µM | 0.19% of 360,000 active; in the data active = inhibition above about 25%;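 note: 0% = vehicle with enzyme and substrate and 100% = no enzyme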
# GAA850 FXN act – increases GAA850 frataxin promoter reporter activity | activation, % at 6 µM | AID 540364 | 0.56% of 360,000 active | HEK293 lucGAA850 FXN promoter luciferase reporter, 24 h; percent of 10 µM SAHA response;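 active = activation above the average of all compounds screened plus 3 SD, cutoff fixed separately per campaign, cut at about 7.5% in these data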;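 note: 0% = DMSO wells and 100% = 10 µM SAHA wells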
# DDE Tn6 FP inh – DD(E)-Tn6 binding inhibition, primary FP screen | Fibrin DD(E) TRITC-Tn6 fluorescence polarization displacement | inhibition, % at 8.3 µM | 0.21% of 370,000 active;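 active = inhibition above a per-campaign cutoff: mean of compounds within control limits plus 3 SD, cut at about 15% in these data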;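 note: 0% = median of all compound wells on the plate and 100% = blocking peptide control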
# GC-B act – GC-B (human) receptor activation | P20594 | HEK293-GC-B cells, CNP EC30, cGMP TR-FRET; 0% at EC30 CNP, 100% saturating CNP | activation, % at 10 µM | 0.11% of 370,000 active;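 active = activation at 10 µM reaching about 35% in either raw or pattern-adjusted values, limit read from the data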
# Starred values were filed as active, the others as inactive; / = no result given.
SMILES,ADAM10 inh,NPR1 activator,ARFGAP1 inh,sPLA2-III inh,KLK7 zymogen act,rCAG binder,ASAP1 GAP inh,GAA850 FXN act,DDE Tn6 FP inh,GC-B act
O=C(COc1ccc(CO)cc1)Nc1ccc(F)cc1,-7.2,6.0,7.1,1.8,-0.1,-2.2,-0.5,-0.6,2.9,-1.5
CCc1ccccc1S(=O)(=O)Cc1ccc(C(=O)NC2CCCC2)o1,-13.7,-0.7,-3.2,2.6,0.6,-3.6,-5.2,-1.2,5.4,4.0
N#Cc1ccc(OCC(O)CN2CCN(c3ncc(C(F)(F)F)cc3Cl)CC2)cc1 (configuration not stated),12.4,-2.5,-7.0,-5.5,0.6,-6.3,-13.7,-0.7,-1.9,-4.6
Cc1ccc(S(=O)(=O)N2c3ccccc3C[C@H]2CCC(=O)c2ccccc2)cc1,-0.6,-9.9,/,9.2,/,/,/,/,2.2,0.8
Cn1c(=O)[nH]c(=O)c2c1[nH]c(=S)n2Cc1ccccc1,3.2,6.3,-2.8,1.9,-0.4,-0.3,2.6,1.1,-3.3,-3.0
C=CCn1c(SCC(=O)Nc2cccc(S(N)(=O)=O)c2)nc2sc(C)c(C)c2c1=O,-3.0,-12.8,10.8,-10.6,0.1,11.4,10.1,3.3,3.3,-12.8
CC(Sc1nc2ncc(Cl)cc2[nH]1)C(=O)Nc1ccc(C(N)=O)cc1 (configuration not stated),-6.8,-3.3,-2.3,3.6,-0.2,2.3,3.5,2.1,0.2,-0.3
Cc1ccc(C2CC(=O)Nc3c2ccc2ccccc32)cc1[N+](=O)[O-] (configuration not stated),4.6,-10.0,-3.1,-5.8,0.4,-0.9,-2.8,-0.9,0.8,10.5
COC(=O)c1ccccc1NC(=O)CSc1nc(O)cc(=O)n1C1CCCC1,-5.2,-4.3,-4.7,-4.0,-0.2,32.9,-5.1,1.4,-1.1,-2.5
COc1ccccc1NC(=O)c1cc(C(=O)Nc2ccccc2OC)cc([N+](=O)[O-])c1,3.7,-23.3,3.8,-1.6,-0.2,-0.3,-7.1,0.7,-12.5,-4.4
CCC(Sc1nc(C)cc(=O)[nH]1)C(=O)Nc1nc2c(s1)CCCC2 (configuration not stated),0.9,-0.6,8.6,-0.9,-0.2,2.9,-8.8,-2.5,6.9,-0.8
CCc1noc(C)c1C(=O)Nc1nc(-c2cc(OC)ccc2OC)cs1,6.4,1.4,1.7,-5.6,-3.9,-2.1,4.8,-0.2,-3.9,-3.6
O=C(NC1CCCC1)C1c2ccccc2OCC(=O)N1Cc1ccccn1 (configuration not stated),-4.4,-4.0,9.6,-1.8,0.0,2.7,3.4,/,-6.0,-9.4
CCS(=O)(=O)N1CCC2(CC1)OCCN2S(=O)(=O)c1ccccc1,-1.5,3.6,4.1,-2.2,0.6,-0.7,10.7,-1.6,2.3,0.1
O=S(=O)(Nc1cccc2c1ccc1cccn12)c1cccs1,-5.8,-4.9,-14.3,-0.4,-1.0,38.3*,-6.8,0.8,-7.9,0.7
O=C(CC1C(=O)NCCN1Cc1ccccc1C(F)(F)F)NC1CCCCCC1 (configuration not stated),-14.3,2.4,10.4,3.1,-0.1,-3.4,1.7,0.9,-2.6,-5.0
O=C(NCc1ccc2c(c1)OCO2)C(=O)NCC1OCCCN1S(=O)(=O)c1ccc(F)cc1 (configuration not stated),-4.1,-1.2,12.1,0.9,-0.4,-0.2,-2.8,-0.8,10.9,0.8
COCCn1c(=O)c2c(nc3n2CC(C)CN3Cc2ccccc2)n(C)c1=O (configuration not stated),-6.5,-0.1,-10.7,6.0,-0.1,-8.3,-2.7,0.1,4.7,-1.4
C[C@@H](C(=O)NC1CCN(Cc2ccccc2)CC1)N1C(=O)N2CCc3c([nH]c4ccccc34)[C@@]2(C)C1=O,-5.6,-3.2,-8.8,-11.4,0.5,-1.5,9.3,-8.1,-4.4,3.7
O=C(COC(=O)c1ccc2c(c1)OCCO2)Nc1ccccc1C(F)(F)F,-4.1,-2.8,5.3,0.4,0.5,0.8,-5.0,-0.6,8.2,3.3

# Already shown: entries from further up.
SMILES,ADAM10 inh,NPR1 activator,ARFGAP1 inh,sPLA2-III inh,KLK7 zymogen act,rCAG binder,ASAP1 GAP inh,GAA850 FXN act,DDE Tn6 FP inh,GC-B act
O=C(COc1ccc(CO)cc1)Nc1ccc(F)cc1,-7.2,6.0,7.1,1.8,-0.1,-2.2,-0.5,-0.6,2.9,-1.5
CCc1ccccc1S(=O)(=O)Cc1ccc(C(=O)NC2CCCC2)o1,-13.7,-0.7,-3.2,2.6,0.6,-3.6,-5.2,-1.2,5.4,4.0

# The listing picks up, starting seven compounds before the break.
SMILES,ADAM10 inh,NPR1 activator,ARFGAP1 inh,sPLA2-III inh,KLK7 zymogen act,rCAG binder,ASAP1 GAP inh,GAA850 FXN act,DDE Tn6 FP inh,GC-B act
CCS(=O)(=O)N1CCC2(CC1)OCCN2S(=O)(=O)c1ccccc1,-1.5,3.6,4.1,-2.2,0.6,-0.7,10.7,-1.6,2.3,0.1
O=S(=O)(Nc1cccc2c1ccc1cccn12)c1cccs1,-5.8,-4.9,-14.3,-0.4,-1.0,38.3*,-6.8,0.8,-7.9,0.7
O=C(CC1C(=O)NCCN1Cc1ccccc1C(F)(F)F)NC1CCCCCC1 (configuration not stated),-14.3,2.4,10.4,3.1,-0.1,-3.4,1.7,0.9,-2.6,-5.0
O=C(NCc1ccc2c(c1)OCO2)C(=O)NCC1OCCCN1S(=O)(=O)c1ccc(F)cc1 (configuration not stated),-4.1,-1.2,12.1,0.9,-0.4,-0.2,-2.8,-0.8,10.9,0.8
COCCn1c(=O)c2c(nc3n2CC(C)CN3Cc2ccccc2)n(C)c1=O (configuration not stated),-6.5,-0.1,-10.7,6.0,-0.1,-8.3,-2.7,0.1,4.7,-1.4
C[C@@H](C(=O)NC1CCN(Cc2ccccc2)CC1)N1C(=O)N2CCc3c([nH]c4ccccc34)[C@@]2(C)C1=O,-5.6,-3.2,-8.8,-11.4,0.5,-1.5,9.3,-8.1,-4.4,3.7
O=C(COC(=O)c1ccc2c(c1)OCCO2)Nc1ccccc1C(F)(F)F,-4.1,-2.8,5.3,0.4,0.5,0.8,-5.0,-0.6,8.2,3.3
CSc1ncc(Cl)c(C(=O)C(C#N)c2nc3c(C)cc(C)cc3c(=O)[nH]2)n1 (configuration not stated),10.5,-8.0,-4.3,-30.4,-0.3,61.5*,15.7,2.3,8.7,-8.7
COc1ccc(NC(=O)CN(C)C(=O)c2cccc(S(=O)(=O)Nc3ccccc3Cl)c2)cc1,-6.3,-2.6,11.5,-13.9,-0.1,15.6,-5.6,2.8,-2.9,1.8
Cc1nc(C)c(-c2nnc(-c3ccc(C(C)(C)C)cc3)o2)cc1C(=O)NN,13.5,-1.8,-1.9,7.2,-0.1,8.5,4.8,0.0,1.9,3.4
c1ccc(N2CCN(Cc3ccc4c(c3)OCO4)CC2)nc1,-0.4,3.1,-7.2,9.8,0.1,2.3,-1.3,1.5,0.0,0.4
Cc1ccc(C(=O)CCC(=O)N(C)CC(=O)Nc2c(Cl)cccc2Cl)cc1,-0.5,5.3,7.8,4.7,0.1,-4.5,2.4,0.8,4.5,6.7
C=C(C)Cn1c(N(CCO)Cc2ccccc2)nc2c1c(=O)[nH]c(=O)n2C,-7.2,-2.4,-2.3,-6.9,0.1,-2.8,20.8,-0.1,-11.7,-7.5
CC1CC(NNC(=O)c2ccccc2)=Nc2ccccc2N1C (configuration not stated),5.2,3.1,-13.6,15.4,-0.4,-2.0,-8.3,-0.6,-6.5,1.5
COc1ccc(N(C)S(=O)(=O)c2cccc(C(=O)OCC(=O)c3c(N)n(C)c(=O)n(C)c3=O)c2)cc1,9.6,16.3,6.0,-7.2,0.8,8.3,-4.1,-3.0,0.4,-5.4
CCOC(=O)c1cnc(-n2nc(C)cc2C)nc1NC(C)c1ccccc1 (configuration not stated),-4.9,-5.9,2.8,8.1,0.5,8.5,11.9,3.0,1.6,-7.6
Cc1ccc(S(=O)(=O)N2CCOCC2)cc1NC(=O)COC(=O)c1cccnc1Cl,1.8,-1.1,6.8,3.8,0.7,2.1,7.9,-0.4,3.0,-4.9
O=c1[nH]ncn2cccc12,3.5,0.5,1.1,4.6,0.3,1.5,2.4,0.8,-3.2,3.5
Cc1ccc(N(C(=O)c2ccncc2)C2C=CS(=O)(=O)C2)cc1 (configuration not stated),-13.0,1.7,-19.4,7.3,0.5,2.3,2.6,0.3,-1.5,8.2
CCc1csc(CNC(=O)C2CCC(=O)N(Cc3cccc(F)c3)C2)n1 (configuration not stated),-1.6,3.8,5.3,2.5,0.0,-2.4,-3.6,-1.9,-0.7,-1.6
CN1CCC(CO)(Cc2ccccc2)CC1,4.1,0.4,7.5,-1.9,-0.6,-0.2,3.4,1.6,-0.7,-0.3
O=C(Nc1cccc(-c2nc3cccnc3s2)c1)c1ccc(Cl)nc1,-2.7,4.0,18.6,0.1,-0.1,3.4,6.6,2.7,5.1,3.3
CSc1nc(N(C)NC(=O)c2cccc(C)c2)c2ccccc2n1,-2.8,-5.6,-9.0,-0.2,0.0,-1.2,-7.5,3.5,6.2,-13.0
O=C(CSCc1ccc(Cl)cc1)Nc1cccc(C(=O)O)c1,-5.0,-2.7,-2.1,-0.8,-0.5,1.0,-1.5,1.5,3.8,-1.7
COC(=O)CCC(=O)N(C)CC1CCCN(CCc2cccc(C(F)(F)F)c2)C1 (configuration not stated),0.3,-2.1,0.5,-9.7,0.2,-10.3,1.6,0.2,-5.4,-2.7
CCOC(=O)Cc1csc(NS(=O)(=O)c2cc(Cl)ccc2Cl)n1,1.1,0.2,-3.2,-9.9,-0.5,29.1,10.9,1.1,-1.4,3.6
O=C(CCCc1ccccn1)c1ccc(-c2ccccc2)cc1,5.0,1.2,-0.5,-19.2,0.4,2.5,1.3,4.1,-3.7,1.4
NC(=O)COC(=O)[C@H](Cc1c[nH]c2ccccc12)NC(=O)c1ccc(F)cc1,-4.2,-0.1,0.6,-48.5,-0.1,-0.2,0.5,0.1,0.0,-2.1
CCOC(=O)c1c(-n2cnnn2)sc2c1CCCC2,-43.9,5.6,3.5,-1.1,0.7,-1.8,0.9,0.4,-1.4,-4.4
O=C(NCCc1ccncc1)Nc1ccccc1,-3.8,6.5,-9.1,1.3,0.6,-2.6,3.0,2.3,-1.5,4.9

# Compound activity as filed in PubChem.

# No enrichment for hits; any-hit rate near 4.5%.
